# Source: PubChem (several laboratories)
# CYP2C9 act – increases human cytochrome P450 2C9 activity; recombinant CYP2C9, luciferin-H conversion, luminescence; active compounds read high; factor 1 = untreated enzyme, 0 = blocked; activation factor at 5 µM; hit rate 1.4% among 96,000; AID 1024;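 active = activation factor of 2 or more for CYP2C9 at a 5 µM dose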;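 note: 0 = sulfaphenazole-blocked wells and 1 = vehicle-only wells; values of inactives mirror those of a sister screen read the other way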
# Target sequence (P11712 whole entry, looked up): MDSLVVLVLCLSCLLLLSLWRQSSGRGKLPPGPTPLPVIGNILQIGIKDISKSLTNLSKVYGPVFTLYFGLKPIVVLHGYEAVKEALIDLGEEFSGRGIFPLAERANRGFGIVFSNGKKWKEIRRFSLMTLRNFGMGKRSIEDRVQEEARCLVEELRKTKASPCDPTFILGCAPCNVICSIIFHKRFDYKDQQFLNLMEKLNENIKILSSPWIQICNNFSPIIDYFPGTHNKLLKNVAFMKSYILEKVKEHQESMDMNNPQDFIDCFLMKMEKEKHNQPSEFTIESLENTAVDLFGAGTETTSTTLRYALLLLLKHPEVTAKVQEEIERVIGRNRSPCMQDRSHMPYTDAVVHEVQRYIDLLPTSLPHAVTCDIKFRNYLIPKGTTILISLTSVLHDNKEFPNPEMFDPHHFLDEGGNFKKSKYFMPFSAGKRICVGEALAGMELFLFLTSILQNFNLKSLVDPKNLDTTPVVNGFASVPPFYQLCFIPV
# CYP2C9 inhib – inhibitors of human CYP2C9; AID 777; inhibition, % at 5 µM; CYP2C9 Supersomes, luciferin-H conversion, luminescence; P11712; hit rate 20% among 96,000;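 active = blocking of liver enzyme CYP2C9 beyond about 50% at 5 µM, limit read from the data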; note: values of inactives mirror those of a sister screen read the other way
# LYP act – activators of human LYP (PTPN22) phosphatase; AID 697; activation, % at 2 µM; Q9Y2R2; hit rate 0.11% among 96,000; recombinant LYP, DiFMUP fluorescence; 0 = plate median, 100 = signal doubled;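 active = activation at 2 µM above a set limit, the mean plus 5 SD, cut at about 37% in these data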
# PostGolgi ctrl – yeast control strain growth, post-Golgi counter-screen; efflux-deficient yeast background strain, growth absorbance A615, 16 h; inhibition, % at 10 µM; hit rate 5% among 98,000; AID 738
# E coli WT exp – growth inhibitors of E. coli BW25113 wild type; hit rate 0.15% among 98,000; OD600 absorbance; growth inhibition, % at 100 µM; AID 710;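 active = growth inhibition above about 50% at one test dose, limit read from the data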;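 note: growth measured after 20 h incubation at 37 °C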
# PostGolgi yeast – growth inhibition of a yeast mutant, post-Golgi transport screen; post-Golgi transport phenotypic cell assay; inhibition, % at 10 µM; hit rate 0.9% among 98,000;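 note: yeast cells grown in 1536-well plates; yeast grown about 18 h at 30C before absorbance read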
# Pyk2 oligo antag – Pyk2 (human) oligomerization antagonism | Q14289 | Q293 cells, Pyk2 FERM NanoBiT luminescence; active compounds read low | z-score (the deposit names both 25 µM and 10 µM) | hit rate 0.83% among 99,000 | AID 1347419;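 active = Z-score of -3 or lower, scaled per plate to the spread of control and sample wells; inactive = z-score above -3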;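 note: negative z-score means lost luminescence so less FERM oligomerization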
# LYP inh 2 – LYP (human) phosphatase inhibition; Q9Y2R2; recombinant LYP catalytic domain, DiFMUP fluorescence; inhibition, % at 2 µM; hit rate 0.21% among 96,000;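 active = inhibition at 2 µM at or above a set limit, the screen mean plus 3 SD, cut at about 24% in these data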;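 note: 0% = DMSO with enzyme and 100% = enzyme fully blocked by orthovanadate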
# hDAT+cocaine – changed human dopamine transporter uptake under cocaine IC80. B-score at 10 µM. LLC-PK1 hDAT cells, [14C]-dopamine uptake with cocaine IC80; actives deviate in either direction. Q01959. hit rate 1.3% among 110,000;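 active = Z score or B-score, a plate-position-corrected score, falls beyond the plate's 99.7% confidence bounds, in either direction; inactive = both scores lie inside the 99.7% bounds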;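 note: scored against the spread of the other compound wells on the same plate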
# Target sequence (Q01959 whole entry, looked up): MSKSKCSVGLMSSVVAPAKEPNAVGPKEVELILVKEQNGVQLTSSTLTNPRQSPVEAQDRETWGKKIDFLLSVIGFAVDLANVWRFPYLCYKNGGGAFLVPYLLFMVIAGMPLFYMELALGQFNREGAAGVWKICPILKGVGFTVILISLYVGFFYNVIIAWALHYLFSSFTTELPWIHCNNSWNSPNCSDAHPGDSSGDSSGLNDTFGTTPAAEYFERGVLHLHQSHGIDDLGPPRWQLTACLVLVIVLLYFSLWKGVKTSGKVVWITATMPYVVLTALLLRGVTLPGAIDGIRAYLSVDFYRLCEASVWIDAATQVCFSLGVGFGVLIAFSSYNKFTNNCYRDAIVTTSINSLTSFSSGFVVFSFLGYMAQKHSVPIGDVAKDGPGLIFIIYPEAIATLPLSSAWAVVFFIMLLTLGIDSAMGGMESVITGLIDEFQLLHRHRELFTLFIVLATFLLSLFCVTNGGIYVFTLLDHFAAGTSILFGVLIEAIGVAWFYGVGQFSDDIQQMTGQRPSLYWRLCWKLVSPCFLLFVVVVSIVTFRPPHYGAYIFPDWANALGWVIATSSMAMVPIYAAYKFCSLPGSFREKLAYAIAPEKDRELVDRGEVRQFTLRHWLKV
# Active calls of the source: *; . = no result given. Cut-off read from the data, not from the text of the source, unless noted: active = inhibition above about 30%; inactive = the rest. This is a random part of the collection; overall some 24% were active at least once.
SMILES,CYP2C9 act,CYP2C9 inhib,LYP act,PostGolgi ctrl,E coli WT exp,PostGolgi yeast,Pyk2 oligo antag,LYP inh 2,hDAT+cocaine
O=C(O)CCC(=O)OCC1CCCCC1,1.2,-18,-5,7,-8,-6,1.6,2,1.2
O=C(NC1CCSC1=O)c1cccc(C(=O)NC2CCSC2=O)c1 (centres undefined),0.9,5,-2,25,4,-3,-0.02,0,0.022
COCCOC(=O)c1c(C)oc2ccc(OC(=O)c3c(OC)cccc3OC)cc12,0,96*,0,20,-8,-9,-2,-3,1.3
COc1ccccc1N=c1sc2ccccc2n1C,0.6,42,5,7,4,-2,1.1,-2,-0.08
Cc1cc(NC(=O)CSc2nnc(-c3ccoc3C)o2)no1,0.8,16,0,10,-3,8,1.2,-4,2.6*
CC(C)(C)c1cc(CN2CCN(CCC#N)CC2)cc(C(C)(C)C)c1O,1,5,8,-1,6,3,-0.91,-10,0.37
COC(=O)c1cc(Cl)c(NC(=O)c2ccco2)cc1OC,2.4*,-135,9,14,-1,-4,0.04,-11,0.03
Cc1c(N=Cc2c(O)n(C3CCCCC3)c(=O)[nH]c2=O)c(=O)n(-c2ccccc2)n1C,0.8,15,2,-3,5,2,0.29,-2,-0.41
COC(=O)C1=C(N)Oc2cc(N(C)C)ccc2C1c1ccccc1OC (centres undefined),1.1,-9,12,0,7,-11,-0.8,-14,-0.56
CC(C)c1nnc(SCC(=O)N2CCc3ccccc32)n1C,.,.,4,.,.,.,0.39,-3,0.36
CCc1ccc(Nc2nnc(SCc3cc(=O)n4ccsc4n3)s2)cc1,0.6,36,0,5,1,18,-1.6,2,.
Cc1c(C(N)=O)sc(N)c1C(=O)OC(C)C,0.8,16,6,4,7,13,-0.27,-8,-0.058
O=C(CCCOc1ccc(Cl)cc1Cl)N1CCc2ccccc2C1,.,.,-3,.,.,.,-0.32,4,1.4
O=C(CN1CCN(c2ncccn2)CC1)NCCC1=CCCCC1,0.1,94*,4,4,2,17,-0.43,-7,-0.75
COc1cccc(NC(=O)NCCCSC2CCCCC2)c1,0.6,40,-2,21,13,15,0.07,4,-0.032
CCCNC(=O)CCC(=O)Nc1ncc(-c2ccc(C)cc2)n1C,0.8,19,-9,9,6,-9,-1.9,6,0.2
CC1=NN(c2nc(C)cc(C)n2)C(=O)C1CCC(C)C (centres undefined),1,2,3,3,2,-4,0.8,-1,-1.1
COc1ccc(F)cc1S(=O)(=O)n1cc(C)nc1-c1ccccc1,1.1,-13,2,.,.,.,1.6,2,-0.0067
COc1ccccc1C1C(C(C)=O)=C(C)N=c2s/c(=C\c3cc(OC)c(OC)c(OC)c3)c(=O)n21 (centres undefined),.,.,-14,.,.,.,-2.2,12,1.3
O=C(Nc1ccon1)c1sc2cc(F)ccc2c1Cl,.,.,-2,14,1,6,-0.03,1,-0.72

# Limited to LYP act, CYP2C9 inhib and Pyk2 oligo antag, for some of the entries so far:
Molecule	LYP act	CYP2C9 inhib	Pyk2 oligo antag
COC(=O)C1=C(N)Oc2cc(N(C)C)ccc2C1c1ccccc1OC (centres undefined)	12	-9	-0.8
CC(C)c1nnc(SCC(=O)N2CCc3ccccc32)n1C	4	.	0.39

# The list goes on:
SMILES,CYP2C9 act,CYP2C9 inhib,LYP act,PostGolgi ctrl,E coli WT exp,PostGolgi yeast,Pyk2 oligo antag,LYP inh 2,hDAT+cocaine
CCC1Oc2ccccc2N(CC(=O)NCCN2C(C)CCCC2C)C1=O (centres undefined),1.2,-18,.,-1,0,-4,1.7,.,-1.6
CCCCCn1c(=O)c(C(=O)c2ccccc2)nc2ccccc21,0.8,22,-8,14,-14,-16,-1.1,12,-0.0085
CC(C)(C)n1ncc2c(=O)n(CC(=O)NCCc3ccccc3)cnc21,.,.,8,2,-2,-2,-1,-12,-0.061
COc1ccccc1-c1nc(-c2ccccn2)no1,0.7,31,-2,1,7,0,.,1,0.96
Cn1c(SCC(=O)Nc2ccc3c(c2)OCO3)nnc1-c1cnccn1,1,-4,3,-4,8,17,1.1,-7,0.59
CCc1ccccc1OCCCCCNCCO,1.2,-16,.,6,7,1,0.79,.,-1.6
Cc1ccc(C2CC(c3ccc(C)cc3)n3nc(N)nc3N2)cc1 (centres undefined),0.6,42,-6,9,10,3,.,4,0.81
Cc1ccc(-c2noc(CSc3nnc(-c4ccncc4)n3-c3ccc(C)cc3)n2)cc1,0.2,84*,9,17,-4,-5,-1.1,-4,2
CCSC(=Nc1ccccc1)C1=C(O)COC1=O,0.9,5,3,3,-1,4,-1,-2,-0.091
O=C(N1CCOCC1)N1CCN(c2ccccn2)CC1,1.1,-12,9,-6,7,3,0.01,-6,0.1
CC(C)CNc1nnnc2c1sc1nc(N3CCOCC3)c3c(c12)CC(C)(C)SC3,0.2,81*,-21,14,-8,18,-2.7,25*,-1
C=C(C)C(C)(C#CCN1CCCC1)OC(C)=O (centres undefined),1.1,-9,6,7,6,9,-0.39,-10,0.022
Cc1cc(CC(C)C)n(-c2nc3ccccc3c(=O)n2OCc2ccccc2)n1,1,3,-4,19,-17,-8,-1.6,1,-0.11
CN1CCN(C(=O)c2ccccc2-c2nc(-c3ccccc3)no2)CC1,0.3,71*,1,3,9,11,-0.18,-2,0.29
O=C(Nc1ccccc1)c1ccc(NC2CCCCC2)c(S(=O)(=O)N2CCOCC2)c1,0.2,82*,1,28,-5,-1,-2.4,1,0.81
COC(=O)CSC1=C(C#N)C(c2ccccc2OC)C(C(=O)OC)C(=O)N1 (centres undefined),0.8,24,0,0,2,16,-0.18,-3,1.6
COc1cc(/C=C(\C#N)c2nc3c(s2)CCCC3)ccc1O,0.9,12,10,56*,-2,5,.,-8,-0.42
COc1ccc(N2CCN(C(=O)CSc3nc4cc(OC)c(OC)cc4cc3C#N)CC2)cc1,0.7,26,.,.,.,.,-0.03,.,0.32
COc1ccccc1CN(Cc1ccco1)S(=O)(=O)c1ccc(-n2cnnn2)c(OC)c1,0.2,85*,-6,36*,-18,22,0.16,2,-1.3
Cc1cccc(N/C=C/C(=C(C#N)C#N)N(C)C)c1,0.1,87*,-3,-9,3,-15,0.11,6,0.4
O=C(c1cncc(Br)c1)N1CCCc2ccccc21,0.6,40,4,28,-5,5,0.82,-12,-1.1
C=C(C)CSc1nnc([C@@H](NC(=O)OC(C)(C)C)C(C)CC)o1 (some centres undefined),0.5,52*,-4,14,4,2,0.05,8,-0.67
COc1ccc(S(=O)(=O)N2Cc3ccccc3CC2C(=O)Nc2ccc3c(c2)OCO3)cc1 (centres undefined),0.4,62*,-5,-3,-2,12,-1.7,7,-0.58
CC(C)n1nc(C(=O)OCC(=O)N(C)C2CCS(=O)(=O)C2)c2ccccc2c1=O (centres undefined),1.2,-16,-3,6,0,14,0.46,3,1.2
COC(=O)CSc1nc2c(c(-c3ccco3)c1C#N)CCCC2,1.3,-30,-5,8,2,1,1.1,3,2
CSc1nc(C)cc(OCCNS(=O)(=O)c2ccc(C)cc2)n1,.,.,11,.,.,.,-0.63,-11,0.64
CCN(Cc1ccccc1)S(=O)(=O)c1ccc2oc(C(=O)O)c(C)c2c1,0,98*,.,-3,0,9,0.39,.,0.42
C=CCC(NCc1ccco1)c1ccc(OC)cc1 (centres undefined),1.1,-15,-6,7,4,1,0.5,7,-0.94
O=C(CSCc1ccc(Cl)cc1)N1CCCCC1,1.8,-83,-2,-2,12,-5,0.61,4,0.18
NC(=O)Cn1c(S(=O)(=O)Cc2ccccc2)nc2ccccc21,.,.,3,.,.,.,0.01,-11,-0.017
COc1ccccc1/C=C1\SC(=O)N(CCC(=O)NNC(=O)c2ccccc2Cl)C1=O,1,4,4,2,-8,-5,0.46,1,1.4
CCOC(=O)C1CCCN(C(=O)Cc2c(F)cccc2Cl)C1 (centres undefined),0.6,43,-1,-3,-5,35*,1.8,1,-1.1
CCOCCCn1cnc2c([nH]c3cc(OC)ccc32)c1=O,1,-1,-2,4,-1,3,0.41,0,-0.97
O=C(Nc1ccccc1[N+](=O)[O-])C1C(c2ccccc2)=C1c1ccccc1,0.8,19,6,7,-2,-7,-2.4,-1,-0.5
ONC(=Nc1ccc(Cl)cc1)c1ccccc1Cl,0.6,40,2,5,0,10,-0.38,-5,-0.31
O=C(c1ccccc1)N1CCC(c2nc3c(nnn3Cc3ccccc3Cl)c(=O)[nH]2)CC1,0.4,63*,5,3,6,2,-2.6,-3,2.3
Cc1ccc(NCCC(=O)c2cccc([N+](=O)[O-])c2)c(C)c1,0.6,38,0,29,-5,-4,-0.01,6,-0.17
O=C(Nn1c(C2CC2)nc2ccccc2c1=O)c1ccco1,0.8,15,.,9,3,-9,0.13,.,-0.51
O=C(NCCN1CCN(C(=O)C(c2ccccc2)c2ccccc2)CC1)C(=O)Nc1ccccc1,1,3,12,6,-13,-7,0.83,-7,0.6
Cc1ccc(Sc2c(C)nn(C(=O)c3cccc(S(=O)(=O)N4CCOCC4)c3)c2C)cc1,0.2,78*,4,8,-2,0,0.27,-2,-0.31

# Entries listed so far with a thiophene ring, fused or not, in the order listed:
SMILES,CYP2C9 act,CYP2C9 inhib,LYP act,PostGolgi ctrl,E coli WT exp,PostGolgi yeast,Pyk2 oligo antag,LYP inh 2,hDAT+cocaine
Cc1c(C(N)=O)sc(N)c1C(=O)OC(C)C,0.8,16,6,4,7,13,-0.27,-8,-0.058
O=C(Nc1ccon1)c1sc2cc(F)ccc2c1Cl,.,.,-2,14,1,6,-0.03,1,-0.72
CC(C)CNc1nnnc2c1sc1nc(N3CCOCC3)c3c(c12)CC(C)(C)SC3,0.2,81*,-21,14,-8,18,-2.7,25*,-1

# More records
SMILES,CYP2C9 act,CYP2C9 inhib,LYP act,PostGolgi ctrl,E coli WT exp,PostGolgi yeast,Pyk2 oligo antag,LYP inh 2,hDAT+cocaine
COC(=O)c1c(NC(=O)c2ccc(Br)s2)sc2c1CCC2,0.7,28,2,15,-18,5,0.55,-5,-0.43
Cc1sc(-n2c(C)cc(/C=N/n3cnnc3)c2C)c(C#N)c1C,0.2,83*,4,10,6,2,0.92,-7,-0.82
COc1cc(/C=N/NC(=O)c2cccnc2)ccc1OC(=O)c1ccco1,0.8,17,-10,-5,2,2,-0.06,8,0.19
CC1=C(C(=O)Nc2ccccc2)C(c2cccc([N+](=O)[O-])c2)Nc2nc3ccccc3n21 (centres undefined),0.9,10,8,4,0,-5,-1,-9,0.36
Cc1nc(SC2CC(=O)N(c3cc(Cl)cc(Cl)c3)C2=O)nc2c1CCCC2 (centres undefined),0.5,47,-9,59*,-16,14,-2.4,12,0.6
O=C(CN1CCN(c2ccccc2)CC1)Nc1ccccc1C(F)(F)F,0.7,27,-9,24,-6,3,-1,9,-0.39
COc1ccc(Cl)cc1N1C(=O)C2CCCN2C1c1ccc(F)cc1 (centres undefined),2*,-98,-15,5,2,12,.,12,-1.2
COc1ccccc1-c1nnc(NC(=O)C(C)C)s1,0.8,20,.,13,-1,21,-0.64,.,0.79
COc1ccc(OC)c(N=CC2=C(O)CC(C)(C)CC2=O)c1,1.2,-18,-3,-1,4,7,-0.15,2,0.096
CC(C)CC(=O)N1CCN(S(=O)(=O)c2ccc(F)cc2)CC1,0.8,19,-3,39*,0,-6,0.09,8,-1.9
Cc1ccc(NC(=O)c2ccc(CSc3nnc(-c4ccncc4)n3C)cc2)cc1,0.3,66*,-10,-1,-13,-6,0.59,13,0.19
COc1ccc(OC)c(NC(=S)NCCC(c2ccccc2)c2ccccc2)c1,.,.,-8,.,.,.,-1.1,6,1
CC(C)(C)c1ccc(-c2csc(NC(=O)CN3C(=O)NC4(CCCCC4)C3=O)n2)cc1,1,-1,1,7,-6,2,0.78,0,-0.11
COC(=O)c1ccc(OC)c(CSc2nnc(-c3ccc(C(C)(C)C)cc3)o2)c1,0.2,84*,-9,12,-10,9,.,11,-0.11
CCOC(=O)C1=C(C)N=C2SCCC(=O)N2[C@@H]1/C=C/c1ccccc1,0.5,50,12,22,1,4,-1.2,-9,0.035
Cc1c(NC(=O)c2ccc(N3C(=O)C4C5C=CC(C5)C4C3=O)cc2)c(=O)n(-c2ccccc2)n1C (centres undefined),0.9,6,6,10,-6,5,0.69,-7,0.54
